# Screens (PubChem)
# Vif inh: HIV Vif self-association inhibitors, primary screen, imaging, HEK293T, single point | HEK293T cells, Vif self-association by quenched fluorescence, 24 h | inhibition, % at 7.49 µM | actives 0.35% (n = 340,000); in the data active means inhibition above about 50%, passing the limit was not always enough; inconclusive means no clear call, values can overlap the other calls; inactive means below about 31%; further: some results filed as inactive read as strong as hits
# TLR9-MyD88 inh: inhibitors of TLR9-MyD88 association in cells, primary screen, cell-based, CHO, BLA complementation, fluorescence. actives 0.21% (n = 340,000). Toll-like receptor 9 (Homo sapiens) + Myeloid differentiation primary response protein …. inhibition, % at 4.98 µM. CCF4 FRET ratio;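 active means inhibition above the mean over all tested compounds plus 3 SD, cut at about 21% in these data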;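 further: 0% = DMSO only wells and 100% = clavulanate BLA inhibitor control wells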
# MC4R antagonist: MC4R antagonists of cAMP signaling, primary screen, cell-based, TR-FRET, antagonist arm of biased-ligand search | actives 0.48% (n = 360,000) | Melanocortin receptor 4 (Homo sapiens), P32245 | MC4R-expressing cells, MTII-stimulated cAMP, LANCE TR-FRET | AID 540295, 2011 | inhibition, % at 6.5 µM;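 active means inhibition above its plate's cutoff, the mean of tested wells on that plate plus 3 SD, cut at about 29% in these data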;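 further: 0% = Melanotan II alone and 100% = Melanotan II plus saturating MCL0020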
# Target sequence (P32245 whole entry, looked up): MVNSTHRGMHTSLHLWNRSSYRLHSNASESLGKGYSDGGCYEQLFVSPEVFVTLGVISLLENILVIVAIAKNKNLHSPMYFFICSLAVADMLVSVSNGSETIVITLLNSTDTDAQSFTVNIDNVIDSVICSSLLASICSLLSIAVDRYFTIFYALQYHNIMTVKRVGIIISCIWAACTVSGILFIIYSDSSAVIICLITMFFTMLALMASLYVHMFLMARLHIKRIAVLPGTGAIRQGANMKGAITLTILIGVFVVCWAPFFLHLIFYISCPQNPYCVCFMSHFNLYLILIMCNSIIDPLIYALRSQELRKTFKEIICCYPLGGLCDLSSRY
#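 System: U2OS-MC4R stable cell line; Technique: Eu-cAMP/anti-cAMP TR-FRET, emission 671 nm; Repeats: single well per compound; Also added: Melanotan II; Dosing: one concentration, 6.5 µM nominal; Schedule: 30-min compound, 1-h challenge, 1-h detection, room temperature.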
# N-glyco inh: increase of ERlucT glycosylation luciferase signal, primary screen, N-linked glycosylation inhibitor project, D54 ERlucT cells, luminescence, set 2; D54 ERlucT glycosylation luciferase reporter, 24 h; percent of 100 nM tunicamycin response; reporter increase, % at 12.5 µM; actives 0.23% (n = 360,000);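 active means mean luciferase reporter signal, scaled so untreated is 0 and the glycosylation-blocking control 100, at or above a set limit in every replicate; inconclusive means mean reaches the limit but not every replicate does; inactive means mean below the limit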;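 further: luciferase carries N-glycosylation sites so blocking glycosylation raises the light; 0% = median of neutral control wells and 100% = median of 100 nM tunicamycin wells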
# MC4R barr agon: MC4R agonists recruiting beta-arrestin, primary screen, cell-based, luminescence, agonist arm of biased-ligand search; Melanocortin receptor 4 (Homo sapiens), P32245; U2OS MC4R beta-arrestin complementation; percent of melanotan II response, DMSO zero; activation, % at 8.9 µM; actives 0.98% (n = 360,000); AID 540308, 2011;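 active means activation above a per-plate cutoff, the mean activation of sample wells on that plate plus 3 SD, cut at about 8% in these data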
# NOD2-RIPK2 inh: NOD2-RIPK2 binding disruptors in cells, primary screen, fluorescence, CHO cells, BLA complementation. Receptor-interacting serine/threonine-protein kinase 2 (Homo sapiens), O43353. CCF4 ratio. inhibition, % at 4.98 µM. actives 0.38% (n = 360,000); in the data active means inhibition above about 21%;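 further: 0% = vehicle only and 100% = reference blocker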
# Target sequence (O43353 whole entry, looked up): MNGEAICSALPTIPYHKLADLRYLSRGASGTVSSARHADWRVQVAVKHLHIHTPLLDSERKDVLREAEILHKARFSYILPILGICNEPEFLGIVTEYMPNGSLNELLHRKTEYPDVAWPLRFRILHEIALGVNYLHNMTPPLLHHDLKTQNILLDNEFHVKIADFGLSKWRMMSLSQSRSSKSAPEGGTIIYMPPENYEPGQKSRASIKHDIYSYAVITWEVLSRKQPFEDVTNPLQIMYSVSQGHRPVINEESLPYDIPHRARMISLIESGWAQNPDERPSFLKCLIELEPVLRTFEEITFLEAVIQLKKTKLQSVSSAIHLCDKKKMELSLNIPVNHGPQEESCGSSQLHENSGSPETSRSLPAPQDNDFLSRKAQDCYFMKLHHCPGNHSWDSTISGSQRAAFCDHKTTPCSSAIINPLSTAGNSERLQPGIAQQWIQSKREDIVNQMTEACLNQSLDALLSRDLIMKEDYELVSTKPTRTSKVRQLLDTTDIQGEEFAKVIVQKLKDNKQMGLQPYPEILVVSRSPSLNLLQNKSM
# ABCB6 inh 2: ABCB6 transporter inhibitors, primary screen, K562-ABCB6 cells, flow cytometry, MLPCN library; ATP-binding cassette sub-family B member 6 (Homo sapiens), Q9NP58; K562-ABCB6 porphyrin accumulation, 1 h; stronger effect = lower value; fluorescence ratio to DMSO, % at 10 µM; actives 0.19% (n = 360,000);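 active means fluorescence ratio to DMSO below 75%, the collection mean minus 3 SD; inconclusive means too few cells collected in the well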;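 further: signal is porphyrin accumulated inside mitochondria; 100% equals median channel fluorescence of DMSO control wells; lower ratio means ABCB6 inhibition with less porphyrin fluorescence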
# ABHD5-PLIN5 inh: ABHD5-PLIN5 interaction inhibitors, primary screen, cell lysate, split luciferase complementation, luminescence | Perilipin-5 (Homo sapiens) + 1-acylglycerol-3-phosphate O-acyltransferase ABHD5 (Homo … | Split G. princeps luciferase complementation, 4 h | inhibition, % at 4 µM | actives 0.78% (n = 360,000) | AID 602281, 2012;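 active means inhibition above the mean inhibition across every tested compound plus 3 SD, cut at about 22% in these data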;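 further: 0% = DMSO only wells and the 100% control is not disclosed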
# Exocytosis inh: LAMP-1 surface exposure blockers, TALL-104 cells – cell-based, flow cytometry, MLPCN library, primary screen; actives 0.66% (n = 360,000); inhibition, % at 10 µM; TALL-104 LAMP-1 surface exposure; cells stimulated with thapsigargin and PMA;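 active means inhibition above about 55%, limit read from the data; inconclusive means no clear call, values can overlap the other calls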
# aDG glyco up: activators of alpha-DG glycosylation, primary screen, uHTS, Pro5-aDG cells, AlphaScreen. alpha-DG glycosylation AlphaScreen (IIH6); 0% Pro5, 100% B10-LARGE cell signal. AID 624168, 2012. actives 0.22% (n = 360,000). activation, % at 10 µM;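 active means activation of at least 8% versus controls, or a plate z-score of at least 8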;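 further: Pro5 are CHO cells carrying HIG-tagged alpha-DG that lacks glycosylation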
# * marks the source's active call; other numbers are inactive results; u = inconclusive; x = not tested or not shown. The list is partial (hit frequency here may not be typical).
SMILES,Vif inh,TLR9-MyD88 inh,MC4R antagonist,N-glyco inh,MC4R barr agon,NOD2-RIPK2 inh,ABCB6 inh 2,ABHD5-PLIN5 inh,Exocytosis inh,aDG glyco up
CC(C)CCNC(=O)NC(=O)CSc1ccc(S(=O)(=O)N2CCOCC2)cn1,-4,-10,2,-3,-1.9,4,103,3,5,-0.2
N/C(=N\c1nc2c(c(=O)[nH]1)CCC2)Nc1ccccc1,0,2,15,0,-2.1,-8,115,-1,9,0.6
CC(C)(CSc1ncccn1)NS(=O)(=O)c1ccccc1,-10,8,17,0,0.6,-7,92,4,2,-0.1
COc1cc(C(=O)NCc2ccc(C)cc2)ccc1OCc1c(C)noc1C,0,2,10,2,-2.4,-8,100,-2,1,0.0
O=C1CC(N2CCOCC2)C(=O)N1c1ccccc1Cl (configuration not stated),6,-2,8,4,-3.2,-1,97,6,4,0.0
COc1ccc(N2CCN(C(=O)C3CCN(S(=O)(=O)c4ccc(C)cc4)CC3)CC2)cc1,2,-1,23,-1,1.5,9,92,2,-1,-0.2
CCCC(=O)NC(c1ccc(C)cc1)c1ccc2cccnc2c1O (configuration not stated),-9,7,5,-11,-2.7,-1,92,13,6,-0.4
CCOc1cc(S(=O)(=O)Nc2ccc(Cl)cn2)ccc1F,0,-4,2,-1,0.0,-5,100,8,1,-0.1
CCCC(c1nnnn1CCOC)N1CCN(c2nc3ccccc3s2)CC1 (configuration not stated),9,4,13,-1,-1.3,-4,97,3,1,0.2
CCN=C1SC(CC(=O)Nc2sc(C)c(C)c2C(=O)OC)C(=O)N1CC (configuration not stated),-4,0,-6,4,0.7,2,98,3,-1,-0.3
Cc1cccc(NC(=O)CCN2C(=O)c3ccccc3C2=O)n1,-4,-12,4,2,-1.4,-15,98,0,4,0.1
O=C(/C=N/O)Nc1ccccc1,16,0,-4,0,-1.2,0,97,2,1,-0.2
CCOC(=O)C1=C(C)N=c2s/c(=C\c3ccc(OCC(=O)O)cc3)c(=O)n2C1c1ccccc1 (configuration not stated),-3,-2,-6,0,-1.1,-7,101,-5,-5,-0.4
CCOC(=O)n1c(SCC(=O)N(CC)CC)nc2ccccc21,25,-1,-6,-2,2.7,5,99,-2,-7,1.7
COc1ccc(C(=O)N2CCCC(O)C2)cc1OC1CCN(C(C)C)CC1 (configuration not stated),-2,-8,8,-1,-3.5,-7,96,0,14,0.4
CCCCOC(=O)c1ccc(NC(=O)c2cc(Cl)ccc2OC)cc1,x,5,3,3,-0.7,1,97,-7,6,0.4
Cc1cc(Cl)ccc1NC(=O)CCN1C(=O)C2CCCCC2C1=O (configuration not stated),10,-7,1,2,0.5,-3,101,4,4,-0.1
Cc1ccc(S(=O)(=O)CCNC(=O)Cc2ccc(Cl)cc2)cc1,5,3,3,2,-1.9,-3,96,-3,-7,0.8
NC(=S)NNC(=S)Nc1ccccc1,2,10,-7,0,-0.1,0,104,-5,3,0.0
NCCc1ccc(O)c(O)c1,10,-11,-13,0,0.3,-1,100,-11,-2,-0.1
CCN(CC)C(=O)C1CC(=O)OC12CCCCC2 (configuration not stated),-2,4,2,0,-1.8,2,89,2,2,-0.2
COc1ccc(C(=O)N2CCCC(C(=O)N3CCN(c4ccccc4)CC3)C2)cc1 (configuration not stated),0,0,2,-1,-2.3,-12,99,-2,-2,-0.1
Cc1nn2c(c1-c1ccc(Cl)cc1)N=C(c1ccco1)CC2c1ccccc1 (configuration not stated),-3,-3,3,2,1.6,5,111,2,0,-0.5
O=C(COc1ccc(Br)cc1Cl)Nn1cnnc1,-4,-6,22,2,1.1,4,108,-8,3,0.0
Cc1ccnc(NS(=O)(=O)c2ccc(NC(=O)COc3ccccc3)cc2)n1,25,7,-4,1,-0.2,-3,99,1,-2,0.6
COc1ccc(C)cc1S(=O)(=O)N(C)CC(=O)N1CCCC1,-2,0,5,3,-1.2,7,98,3,-2,-0.2
COC(=O)c1[nH]c2cc(OC)c(OC)cc2c1NC(=O)c1cccc(OC)c1,-14,3,-6,3,-0.3,1,89,1,0,-0.5
CCOCCCNC(=O)/C(C#N)=C/c1ccccc1F,-6,7,2,5,0.9,-4,102,-3,-1,0.2
CN1CCC(N(C)C(=O)c2cc(S(=O)(=O)N3CCOCC3)ccc2Cl)CC1,-4,-5,2,-1,-2.6,-5,96,0,10,-0.2
CC1CC(=O)NC(=O)N1Cc1ccccc1 (configuration not stated),25,-5,-10,0,-0.5,-1,110,1,10,0.2
COc1ccccc1C(=O)Nc1ccc(OCC(=O)N2CCCCC2)cc1,0,2,-3,1,-1.0,-6,94,1,0,0.1
Cc1ccc(C(=O)c2cc3c(cc2N)OCCO3)cc1,2,-8,4,-1,-2.3,-3,102,-3,-2,0.0
CC1(C)C2([N+](=O)[O-])CN3CC1([N+](=O)[O-])CN(C2)C3c1ccc(O)c(O)c1 (configuration not stated),-2,3,11,0,-2.2,-13,95,-5,2,0.2
Cc1nn(-c2ccccc2)c(C)c1C(=O)OCC(=O)N1CC(=O)Nc2ccccc21,-4,7,-7,-1,-2.4,-11,u,2,4,0.1
Cc1ccccc1S(=O)(=O)Cc1ccc(C(=O)NCCN(C)Cc2ccccc2)o1,-6,1,0,-4,0.4,-10,95,16,11,-0.2
CC(Oc1ccccc1F)c1nnc(SCC(=O)N(c2ccccc2)C2CCS(=O)(=O)C2)o1 (configuration not stated),-11,-6,4,-1,-0.6,-5,92,1,11,0.0
CC(C)(C)c1[nH]nc2c1C(c1ccoc1)C(C#N)=C(N)O2 (configuration not stated),13,5,10,-1,-0.9,-2,96,4,-2,0.0
COc1ccc(NC(=S)Nc2ccc3snnc3c2)cc1,4,2,-6,-2,2.1,-7,97,-3,4,1.2
CCCC(=O)Nc1nc2ccc(S(N)(=O)=O)cc2s1,-3,-2,-2,0,0.2,-11,98,0,5,0.8
O=[N+]([O-])c1ccccc1NCCOc1ccccc1,-1,2,0,-2,0.1,-10,94,-2,-2,0.1
O=C1COc2ccc(C(=O)COC(=O)c3ccc(F)cc3Cl)cc2N1,-2,-15,9,1,-0.2,-2,94,0,2,0.0
CCOC(=O)C1Nc2ccccc2C2C(O)C(O)CC12 (configuration not stated),13,-6,-11,7,-1.4,10,154,-8,3,-0.7
COc1cccc(NC(=O)c2csc3c2CCCC3)c1,0,2,20,-3,0.3,-5,98,-2,-2,0.1
Cn1c(CCNC(=O)C2CCCCC2)nc2cc([N+](=O)[O-])ccc21,-6,-4,18,1,0.8,2,102,-3,-1,0.7
Nn1c(Cc2cccc3ccccc23)nnc1SCc1ccc(Cl)c(Cl)c1,3,-1,16,0,2.0,-3,103,1,0,0.2
COc1cc(-c2cnc3c(NC=O)cc(-c4ccccc4Cl)cn23)cc(OC)c1OC,58*,x,-56,4,7.1,0,102,7,7,-0.2
CN1/C(=C/c2cc[n+](C)c3ccccc23)C=Cc2ccccc21,-9,1,-26,15,-4.8,-14,213,4,6,1.1
CCNC(=O)NNC(=O)C1CC(c2cccs2)=NO1 (configuration not stated),-13,-4,7,1,1.4,5,112,3,-5,-0.3
CCOc1cc(NC(=S)NCCc2ccccc2)c(OCC)cc1NC(C)=O,13,8,-1,0,-1.2,-3,95,-4,-4,-0.2
CC(C)Cn1c(SCC(=O)NC2CC2)nc2ccccc21,-4,3,5,1,1.3,5,100,0,-3,-0.1
CCOc1ccc(C(C)NC(=O)C2CCN(S(=O)(=O)c3ccc(OC)cc3)CC2)cc1OCC (configuration not stated),-6,-13,0,-4,-0.2,-9,101,0,-11,0.2
O=C(C1CCCCC1)N1CCN(c2ccnc3cc(Cl)ccc23)CC1,-17,3,5,-5,-0.3,12,101,6,-6,1.3
COc1cccc(-c2c(C(=O)N/N=C(\C)c3cccnc3)nnn2-c2nonc2N)c1,1,1,-1,-1,-3.7,-10,98,9,8,-0.3
CN(Cc1ccccc1)C(=O)c1ccc(Cc2cn(C)c3ccccc23)nc1,x,x,4,-1,0.8,5,99,1,2,0.0
OCC[C@@H]1C[C@H](O)[C@@H](O)[C@]2(Cc3ccccc3CO2)O1,-1,8,-2,1,-1.4,-1,92,2,-12,-0.1
CCN(CC)C(=O)CN(c1cc2c(cc1OC)oc1ccccc12)S(=O)(=O)c1ccccc1,2,-2,-2,0,-0.7,3,108,0,-1,-0.2
CC1CCN(c2ccc3nnc(CCC(=O)NCC(C)c4ccccc4)n3n2)CC1 (configuration not stated),-2,-4,11,4,-1.4,-4,99,-1,7,0.0
COCC(C)N=C1NN=C(c2c[nH]c3ccccc23)CS1 (configuration not stated),-8,11,-4,2,0.8,4,94,2,-9,0.0
O=[N+]([O-])c1cc(S(=O)(=O)N2CCCC2)ccc1N/N=C/c1cccnc1,4,6,3,2,-0.9,-8,99,9,1,0.0
COc1ccc2c(C)c(CCC(=O)NCCCN3CCCC3=O)c(=O)oc2c1C,20,8,1,-2,-0.4,2,96,-3,1,-0.2
Cc1cc(N(CCO)CCO)nc(-n2nc(C)cc2C)n1,5,-16,-1,0,-0.7,-1,93,0,-1,0.0
Nc1ccc(-c2nc3ccccc3o2)cc1,-8,-16,7,-2,-0.5,2,96,-6,0,-0.3

# Record cards, as listed above. Order of values: Vif inh, TLR9-MyD88 inh, MC4R antagonist, N-glyco inh, MC4R barr agon, NOD2-RIPK2 inh, ABCB6 inh 2, ABHD5-PLIN5 inh, Exocytosis inh, aDG glyco up
# CN(Cc1ccccc1)C(=O)c1ccc(Cc2cn(C)c3ccccc23)nc1 in the list: x, x, 4, -1, 0.8, 5, 99, 1, 2, 0.0
# CCN(CC)C(=O)CN(c1cc2c(cc1OC)oc1ccccc12)S(=O)(=O)c1ccccc1 in the list: 2, -2, -2, 0, -0.7, 3, 108, 0, -1, -0.2
# OCC[C@@H]1C[C@H](O)[C@@H](O)[C@]2(Cc3ccccc3CO2)O1 in the list: -1, 8, -2, 1, -1.4, -1, 92, 2, -12, -0.1
# CN1/C(=C/c2cc[n+](C)c3ccccc23)C=Cc2ccccc21 in the list: -9, 1, -26, 15, -4.8, -14, 213, 4, 6, 1.1
